Bcl-W Bim block = inhibitors of Bim-Bcl-W interaction, human | Q92843 | bead-based flow cytometry, Bim peptide-Bcl-W binding | inhibition, % at 10 µM | hit rate 0.02% among 190,000 | AID 952;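 note: 0% = bound tracer without compound and 100% = peptide blocker; higher means less fluorescent Bim peptide bound to Bcl-W beads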
RGS4-Gao reg = modulates binding of RGS4 to human Galphao; P09471; Multiplexed bead flow cytometry; actives lie on both sides; binding response (% of control), % at 10 µM; hit rate 0.33% among 220,000; in the data active = binding response below about 49% or above about 150%; inactive = in between;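 note: fluorescent Galphao activated with aluminum fluoride binding bead-coupled RGS4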
Bim-Bcl-XL = inhibitors of Bim-Bcl-XL interaction, human | Q07817 | Bim peptide-Bcl-XL binding, bead flow cytometry, fluorescence | inhibition, % at 10 µM | hit rate 0.04% among 190,000 | AID 1007
Target sequence (Q07817 whole entry, looked up): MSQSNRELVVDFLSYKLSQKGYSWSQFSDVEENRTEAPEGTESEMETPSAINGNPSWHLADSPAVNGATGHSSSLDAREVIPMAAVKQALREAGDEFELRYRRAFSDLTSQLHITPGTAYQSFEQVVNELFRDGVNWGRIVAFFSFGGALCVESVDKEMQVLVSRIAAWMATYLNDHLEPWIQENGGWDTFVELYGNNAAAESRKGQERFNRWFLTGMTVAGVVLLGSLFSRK
RGS7-Gao = regulators of human RGS7-Galphao interaction | P09471 | Multiplexed bead flow cytometry, RGS7-Galphao binding; actives lie on both sides | binding response (% of control), % at 10 µM | hit rate 0.35% among 220,000; in the data active = binding response below about 49% or above about 150%; inconclusive = no clear call, values can overlap the other calls; inactive = in between;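 note: fluorescent Galphao held in activated GDP-AlF4 state binding bead-coupled RGS7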
Bim-Mcl-1 = inhibitors of Bim-Mcl-1 interaction, human. Bead-based flow cytometry, Bim peptide-Mcl-1 binding. AID 1009. Q07820. hit rate 0.1% among 190,000. inhibition, % at 10 µM;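 note: 0% = no compound tracer wells and 100% = peptide blocker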
Target sequence (Q07820 whole entry, looked up): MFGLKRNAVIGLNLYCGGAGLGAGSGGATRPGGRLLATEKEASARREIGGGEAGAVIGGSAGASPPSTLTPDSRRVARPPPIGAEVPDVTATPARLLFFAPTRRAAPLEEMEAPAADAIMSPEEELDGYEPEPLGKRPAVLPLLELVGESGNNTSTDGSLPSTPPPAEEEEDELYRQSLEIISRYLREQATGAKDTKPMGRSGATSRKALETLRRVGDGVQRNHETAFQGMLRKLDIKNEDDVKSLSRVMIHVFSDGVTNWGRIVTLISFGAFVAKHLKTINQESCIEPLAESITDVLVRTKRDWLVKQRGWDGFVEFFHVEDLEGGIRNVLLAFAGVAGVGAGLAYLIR
Bim-Bcl-B = disrupts Bim peptide binding to human Bcl-B | hit rate 0.073% among 190,000 | inhibition, % at 10 µM | bead-based flow cytometry | Q9HD36;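 note: 0% = tracer peptide without compound and 100% = reference inhibitor peptide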
Target sequence (Q9HD36 whole entry, looked up): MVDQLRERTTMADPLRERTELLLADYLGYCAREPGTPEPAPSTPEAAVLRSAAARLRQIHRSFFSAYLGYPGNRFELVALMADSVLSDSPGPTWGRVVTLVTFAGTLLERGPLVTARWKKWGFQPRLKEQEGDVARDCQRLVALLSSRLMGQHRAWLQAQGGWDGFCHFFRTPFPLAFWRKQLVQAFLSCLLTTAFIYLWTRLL
Bcl-2 Bim block = disrupts Bim peptide binding to human Bcl-2 | P10415 | Bead-based flow cytometry, Bim peptide-Bcl-2 binding | inhibition, % at 10 µM | hit rate 0.06% among 190,000; in the data active = inhibition above about 40%; inconclusive = no clear call, values can overlap the other calls;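 note: 0% = no compound wells with probe peptide and 100% = reference peptide inhibitor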
Target sequence (P10415 whole entry, looked up): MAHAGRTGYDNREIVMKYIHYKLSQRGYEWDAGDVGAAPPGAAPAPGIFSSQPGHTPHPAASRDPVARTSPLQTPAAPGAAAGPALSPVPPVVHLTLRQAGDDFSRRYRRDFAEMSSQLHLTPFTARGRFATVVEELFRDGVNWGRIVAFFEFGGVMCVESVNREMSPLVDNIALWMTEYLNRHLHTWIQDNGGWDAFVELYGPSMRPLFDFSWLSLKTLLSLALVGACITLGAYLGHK
ABCB1 block = human ABCB1 inhibition, ABCG2 as counter-screen; P08183; CCRF-Adr cells, JC-1 efflux, flow cytometry; inhibition, % at 6.6 µM; hit rate 0.067% among 190,000; in the data active = inhibition above about 40%;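 note: 0% = vehicle and 100% = reference inhibitor; higher value means more JC-1 retained so stronger ABCB1 efflux block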
Bfl-1 Bim block = disrupts Bim binding to human Bfl-1 | Q16548 | Bead-based flow cytometry, Bim-Bfl-1 binding inhibition | inhibition, % at 10 µM | hit rate 0.12% among 190,000;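 note: 0% = wells without compound plus tracer and 100% = blocker peptide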
RGS8-Gao = human RGS8-Galphao interaction regulation. response (percent of control binding), % at 10 µM. multiplexed bead flow cytometry, RGS8-Galphao binding; actives lie on both sides. hit rate 0.34% among 220,000. P09471; in the data active = response below about 60% or above about 140%; inactive = in between;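 note: Galphao activated as the GDP aluminium fluoride complex binding bead-coupled RGS8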
ABCG2 inh = inhibitors of human ABCG2 transporter, ABCB1 counter-screen; Q9UNQ0; IgMXP3 cells, JC-1 efflux, flow cytometry; inhibition, % at 6.6 µM; hit rate 0.1% among 190,000; AID 1325;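 active = inhibition above 80%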;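 note: 0% = DMSO and 100% = nicardipine control wells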
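test system = two drug-resistant human cell lines, ABCG2 and ABCB1 | amount = 3 million cells/mL final, two lines in 1:1 ratio | reagent = JC-1 transporter substrate | doses = one concentration, 6.6 µM final | incubation = 10 min at 25 °C | signal = flow cytometric JC-1 green MFI at 530 nm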
* hit, by the source's call. Cut-off read from the data, not from the text of the source, unless noted: active = inhibition above about 40%.

For C/C(=N/NC(=O)c1cccc(N2CCCC2=O)c1)c1ccncc1 the results were Bcl-W Bim block -1.0, RGS4-Gao reg 103.3, Bim-Bcl-XL -1.0, RGS7-Gao 100.9, Bim-Mcl-1 0.0, Bim-Bcl-B -2.0, Bcl-2 Bim block -4.0, ABCB1 block 0.2, Bfl-1 Bim block -5.0, RGS8-Gao 104.1 and ABCG2 inh 0.8.
For CCNc1nc(Cl)nc(N(NC(C)=O)C(C)CC)n1 (stereo not drawn) the results were Bcl-W Bim block 1.0, RGS4-Gao reg 100.5, Bim-Bcl-XL -5.0, RGS7-Gao 105.6, Bim-Mcl-1 0.0, Bim-Bcl-B -11.0, Bcl-2 Bim block -7.0, ABCB1 block 0.7, Bfl-1 Bim block -8.0, RGS8-Gao 99.1 and ABCG2 inh 2.7.
O=S(=O)(NCC(c1cccnc1)N1CCN(c2ccccc2)CC1)c1cccs1 (stereo not drawn) was read as Bcl-W Bim block 3.0, RGS4-Gao reg 100.4, Bim-Bcl-XL 3.0, RGS7-Gao 98.6, Bim-Mcl-1 0.0, Bim-Bcl-B -7.0, Bcl-2 Bim block -8.0, ABCB1 block 0.5, Bfl-1 Bim block -11.0, RGS8-Gao 97.0 and ABCG2 inh 0.7.
Screening CC(=O)c1sc(N/N=C\c2ccc(Br)cc2)nc1C returned Bcl-W Bim block -2.0, RGS4-Gao reg 101.7, Bim-Bcl-XL -7.0, RGS7-Gao 102.0, Bim-Mcl-1 -4.0, Bim-Bcl-B -11.0, Bcl-2 Bim block -5.0, ABCB1 block -0.8, Bfl-1 Bim block 0.0, RGS8-Gao 103.8 and ABCG2 inh -4.6.
For N#CCCSCc1ccc(C(=O)O)o1 the results were Bcl-W Bim block -2.0, RGS4-Gao reg 98.5, Bim-Bcl-XL -9.0, RGS7-Gao 104.2, Bim-Mcl-1 -5.0, Bim-Bcl-B -8.0, Bcl-2 Bim block -13.0, ABCB1 block 0.3, Bfl-1 Bim block -15.0, RGS8-Gao 100.5 and ABCG2 inh 3.2.
`N#CCc1ccc(C(=O)c2ccccc2F)s1` gave Bcl-W Bim block 0.0, RGS4-Gao reg 103.0, Bim-Bcl-XL 4.0, RGS7-Gao 102.5, Bim-Mcl-1 0.0, Bim-Bcl-B -3.0, Bcl-2 Bim block -3.0, ABCB1 block -0.2, Bfl-1 Bim block -12.0, RGS8-Gao 102.3 and ABCG2 inh 1.1.
For COCCn1c(=NC(=O)C2COc3ccccc3O2)sc2cc(S(N)(=O)=O)ccc21 (stereo not drawn) the results were Bcl-W Bim block 0.0, RGS4-Gao reg 106.9, Bim-Bcl-XL -4.0, RGS7-Gao 105.3, Bim-Mcl-1 24.0, Bim-Bcl-B 2.0, Bcl-2 Bim block -1.0, ABCB1 block 0.2, Bfl-1 Bim block 0.0, RGS8-Gao 107.2 and ABCG2 inh 2.1.
For CC(C)NC(=S)N=Nc1c(O)[nH]c2ccc([N+](=O)[O-])cc12 the results were Bcl-W Bim block 5.0, RGS4-Gao reg 100.2, Bim-Bcl-XL 10.0, RGS7-Gao inconclusive, Bim-Mcl-1 5.0, Bim-Bcl-B -3.0, Bcl-2 Bim block 7.0, ABCB1 block 0.4, Bfl-1 Bim block 5.0, RGS8-Gao 100.3 and ABCG2 inh 2.2.
For Cc1nn(C)cc1NC(=O)c1cc2nc(-c3ccco3)cc(C(F)(F)F)n2n1 the results were Bcl-W Bim block 4.0, RGS4-Gao reg 99.5, Bim-Bcl-XL 1.0, RGS7-Gao 99.8, Bim-Mcl-1 2.0, Bim-Bcl-B -3.0, Bcl-2 Bim block -2.0, ABCB1 block 0.4, Bfl-1 Bim block 0.0, RGS8-Gao 102.4 and ABCG2 inh 3.0.
Screening COc1ccc(CNc2ncnc3cc(Cl)ccc23)cc1 returned Bcl-W Bim block -2.0, RGS4-Gao reg 100.3, Bim-Bcl-XL -6.0, RGS7-Gao 100.0, Bim-Mcl-1 -1.0, Bim-Bcl-B -6.0, Bcl-2 Bim block -6.0, ABCB1 block 0.3, Bfl-1 Bim block -5.0, RGS8-Gao 99.4 and ABCG2 inh 7.3.
Screening C/C(Cn1cnc([N+](=O)[O-])n1)=N/NC(=O)COc1ccccc1Cl returned Bcl-W Bim block -4.0, RGS4-Gao reg 100.8, Bim-Bcl-XL -8.0, RGS7-Gao 99.1, Bim-Mcl-1 -6.0, Bim-Bcl-B -3.0, Bcl-2 Bim block -4.0, ABCB1 block 1.0, Bfl-1 Bim block -1.0, RGS8-Gao 103.7 and ABCG2 inh 11.7.
Screening CC(=O)Nc1ccc(OCCOc2ccc(/C=C3/C(=N)N4C=CSC4=NC3=O)cc2)cc1 returned Bcl-W Bim block -2.0, RGS4-Gao reg 103.2, Bim-Bcl-XL -2.0, RGS7-Gao 99.3, Bim-Mcl-1 -7.0, Bim-Bcl-B 0.0, Bcl-2 Bim block -3.0, ABCB1 block 1.0, Bfl-1 Bim block 0.0, RGS8-Gao 103.7 and ABCG2 inh 5.5.
Screening CSC1=C(C#N)C(c2ccccc2C)C(C#N)=C(N)N1 (stereo not drawn) returned Bcl-W Bim block -1.0, RGS4-Gao reg 99.3, Bim-Bcl-XL -2.0, RGS7-Gao 102.2, Bim-Mcl-1 0.0, Bim-Bcl-B -2.0, Bcl-2 Bim block -2.0, ABCB1 block 0.4, Bfl-1 Bim block -3.0, RGS8-Gao 102.2 and ABCG2 inh 1.7.
CC(=O)Nc1ccc(-c2csc(Nc3ccc(Cl)cn3)n2)cc1 was read as Bcl-W Bim block -2.0, RGS4-Gao reg 106.3, Bim-Bcl-XL -1.0, RGS7-Gao 103.4, Bim-Mcl-1 -3.0, Bim-Bcl-B -3.0, Bcl-2 Bim block -2.0, ABCB1 block 0.0, Bfl-1 Bim block 0.0, RGS8-Gao 110.4 and ABCG2 inh 1.1.
For CCc1nc2cc(C)nn2c2nc3ccccc3n12 the results were Bcl-W Bim block -1.0, RGS4-Gao reg 96.6, Bim-Bcl-XL -2.0, RGS7-Gao 95.0, Bim-Mcl-1 -4.0, Bim-Bcl-B 0.0, Bcl-2 Bim block -1.0, ABCB1 block 0.8, Bfl-1 Bim block -2.0, RGS8-Gao 96.7 and ABCG2 inh 6.1.

Next section; the last 2 above are carried over.
CC(=O)Nc1ccc(-c2csc(Nc3ccc(Cl)cn3)n2)cc1 was read as Bcl-W Bim block -2.0, RGS4-Gao reg 106.3, Bim-Bcl-XL -1.0, RGS7-Gao 103.4, Bim-Mcl-1 -3.0, Bim-Bcl-B -3.0, Bcl-2 Bim block -2.0, ABCB1 block 0.0, Bfl-1 Bim block 0.0, RGS8-Gao 110.4 and ABCG2 inh 1.1.
For CCc1nc2cc(C)nn2c2nc3ccccc3n12 the results were Bcl-W Bim block -1.0, RGS4-Gao reg 96.6, Bim-Bcl-XL -2.0, RGS7-Gao 95.0, Bim-Mcl-1 -4.0, Bim-Bcl-B 0.0, Bcl-2 Bim block -1.0, ABCB1 block 0.8, Bfl-1 Bim block -2.0, RGS8-Gao 96.7 and ABCG2 inh 6.1.
For S=C(NCc1ccco1)Nc1ccc(Cl)c(Cl)c1 the results were Bcl-W Bim block 1.0, RGS4-Gao reg 100.2, Bim-Bcl-XL 0.0, RGS7-Gao 101.8, Bim-Mcl-1 -5.0, Bim-Bcl-B -4.0, Bcl-2 Bim block 0.0, ABCB1 block 0.8, Bfl-1 Bim block 0.0, RGS8-Gao 105.9 and ABCG2 inh 5.7.
For O=C(CSc1nnc(-c2ccncc2)o1)NCc1ccccc1Cl the results were Bcl-W Bim block 1.0, RGS4-Gao reg 94.9, Bim-Bcl-XL 1.0, RGS7-Gao 94.0, Bim-Mcl-1 0.0, Bim-Bcl-B 1.0, Bcl-2 Bim block 3.0, ABCB1 block -2.5, Bfl-1 Bim block 2.0, RGS8-Gao 95.2 and ABCG2 inh 16.1.
Screening CC1=NOC(=O)/C1=C\c1ccc(-c2ccccc2Br)o1 returned Bcl-W Bim block 2.0, RGS4-Gao reg 93.9, Bim-Bcl-XL 0.0, RGS7-Gao 88.5, Bim-Mcl-1 0.0, Bim-Bcl-B 4.0, Bcl-2 Bim block 2.0, ABCB1 block -0.7, Bfl-1 Bim block 0.0, RGS8-Gao 91.3 and ABCG2 inh -4.4.
For Cc1ccc(N(Cc2cc3ccccc3[nH]c2=O)C(=O)c2ccco2)c(C)c1 the results were Bcl-W Bim block 4.0, RGS4-Gao reg 87.0, Bim-Bcl-XL 5.0, RGS7-Gao 89.8, Bim-Mcl-1 4.0, Bim-Bcl-B 0.0, Bcl-2 Bim block 4.0, ABCB1 block 1.3, Bfl-1 Bim block 4.0, RGS8-Gao 87.9 and ABCG2 inh 4.8.
`CCOC(=O)C1=C(C)Nc2nc(C)nn2C1c1ccc(C)cc1` (stereo not drawn) gave Bcl-W Bim block -5.0, RGS4-Gao reg 98.5, Bim-Bcl-XL -6.0, RGS7-Gao 100.2, Bim-Mcl-1 -4.0, Bim-Bcl-B -4.0, Bcl-2 Bim block 0.0, ABCB1 block 0.4, Bfl-1 Bim block -3.0, RGS8-Gao 100.5 and ABCG2 inh 0.5.
Screening CC(C)Oc1ccc(CNC(=S)N/N=C/c2ccc([N+](=O)[O-])cc2)cc1 returned Bcl-W Bim block 1.0, RGS4-Gao reg 107.8, Bim-Bcl-XL -5.0, RGS7-Gao 103.5, Bim-Mcl-1 -1.0, Bim-Bcl-B -9.0, Bcl-2 Bim block -9.0, ABCB1 block 0.0, Bfl-1 Bim block -9.0, RGS8-Gao 103.3 and ABCG2 inh 0.0.
`Cc1cc(NC(=O)C2CCC2)n(-c2ccccn2)n1` gave Bcl-W Bim block 0.0, RGS4-Gao reg 8.2*, Bim-Bcl-XL -6.0, RGS7-Gao 6.5*, Bim-Mcl-1 -6.0, Bim-Bcl-B -7.0, Bcl-2 Bim block -7.0, ABCB1 block -0.4, Bfl-1 Bim block -4.0, RGS8-Gao 13.5* and ABCG2 inh 8.8.
Screening COc1ccccc1NS(=O)(=O)c1cccc(NC(=O)Nc2ccc(Cl)cc2)c1 returned Bcl-W Bim block 0.0, RGS4-Gao reg 106.1, Bim-Bcl-XL -1.0, RGS7-Gao 108.5, Bim-Mcl-1 0.0, Bim-Bcl-B 0.0, Bcl-2 Bim block -7.0, ABCB1 block -1.8, Bfl-1 Bim block -6.0, RGS8-Gao 102.0 and ABCG2 inh -5.3.
`CCc1ccccc1-n1c(SCC(=O)N2CCCC2)nc2[nH]ncc2c1=O` gave Bcl-W Bim block -4.0, RGS4-Gao reg 103.6, Bim-Bcl-XL -7.0, RGS7-Gao 100.9, Bim-Mcl-1 -4.0, Bim-Bcl-B -6.0, Bcl-2 Bim block -2.0, ABCB1 block 0.4, Bfl-1 Bim block -4.0, RGS8-Gao 102.6 and ABCG2 inh 1.3.
Cc1c(C(=O)O)oc2c1/C(=N\O)CCC2 was read as Bcl-W Bim block -3.0, RGS4-Gao reg 101.4, Bim-Bcl-XL -6.0, RGS7-Gao 98.3, Bim-Mcl-1 0.0, Bim-Bcl-B -6.0, Bcl-2 Bim block -11.0, ABCB1 block 0.8, Bfl-1 Bim block -18.0, RGS8-Gao 102.0 and ABCG2 inh 4.8.
